# High-throughput results deposited in PubChem by several laboratories.
# Wnt bcat act: activators of Wnt/beta-catenin signaling. hit rate 1.2% among 300,000. Wnt/beta-catenin reporter cell assay, activator, plate reader. AID 743398. activation, % at 9.35 µM; in the data active = activation above about 30%, passing the limit was not always enough;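 note: 0% = neutral control wells and 100% = positive control wells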
# CAL PDZ FP-1: inhibitors of human CAL PDZ peptide binding; purified CAL PDZ, TMR-peptide fluorescence polarization, 1 h; inhibition, % at 24.9 µM; hit rate 0.92% among 300,000; AID 602252;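 active = mean inhibition of at least 30% with at least half of replicates also reaching 30%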;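 note: 0% = DMSO neutral control and 100% = excess unlabeled competitor peptide PRC23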
# Tat transport: blocks Tat-dependent protein export in E. coli; hit rate 0.036% among 340,000; E. coli MC4100 TorA-mCherry Tat export, fluorescence; AID 488895; inhibition, % at 10 µM;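 active = mean replicate inhibition at least 50% and at least half of replicates individually reaching 50%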;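 note: exported cargo escapes ClpAP degradation while cytoplasmic cargo is degraded and loses fluorescence; 0% = median of neutral control wells and 100% = median of NaSCN control wells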
# V-ATPase pHluor: regulators of yeast V-ATPase proton transport. S. cerevisiae, pHLuorin cytosolic pH fluorescence. response, % at 10 µM. hit rate 0.37% among 350,000. AID 504577; in the data active = response mostly above about 7.3%, no sharp cut-off; inactive = mostly below about 5.4%; note: actives read high; inactives centre near 0; some compounds called inactive have numbers as strong as hits; reference of the scale not given here
# cardiac RTF act: cardiac RTF calcium sensitization. P19429+P45379. IANBD-labeled TnC RTF fluorescence at EC20 calcium; 0% EC20 calcium, 100% full calcium. activation, % at 7.2 µM. hit rate 0.24% among 340,000;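 active = activation above the mean over all tested compounds plus 3 SD, cut at about 30% in these data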;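 note: rise in fluorescence read as greater calcium sensitivity of cardiac thin filaments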
# CDK5 inh: CDK5/p35 (human) kinase inhibition | Q00535+Q15078 | Recombinant CDK5/p35, ADP-Glo luminescence, 60 min | inhibition, % at 10 µM | hit rate 0.01% among 330,000;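 active = highest replicate inhibition of at least 50% and at least 75% of replicates reaching 50%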;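 note: plate controls were DMSO neutral control for no effect and GW8510 at 10 µM for full effect; many of its hits are not listed in these tables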
# Target sequence (Q00535 whole entry, looked up): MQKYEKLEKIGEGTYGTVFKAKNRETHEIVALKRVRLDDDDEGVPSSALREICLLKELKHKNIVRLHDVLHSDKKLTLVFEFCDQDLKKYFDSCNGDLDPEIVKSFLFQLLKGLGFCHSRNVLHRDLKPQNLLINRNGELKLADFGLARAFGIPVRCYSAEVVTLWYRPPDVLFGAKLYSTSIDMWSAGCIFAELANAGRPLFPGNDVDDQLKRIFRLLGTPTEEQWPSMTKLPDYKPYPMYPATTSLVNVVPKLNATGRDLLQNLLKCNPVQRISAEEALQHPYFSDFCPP
# Target sequence (Q15078 whole entry, looked up): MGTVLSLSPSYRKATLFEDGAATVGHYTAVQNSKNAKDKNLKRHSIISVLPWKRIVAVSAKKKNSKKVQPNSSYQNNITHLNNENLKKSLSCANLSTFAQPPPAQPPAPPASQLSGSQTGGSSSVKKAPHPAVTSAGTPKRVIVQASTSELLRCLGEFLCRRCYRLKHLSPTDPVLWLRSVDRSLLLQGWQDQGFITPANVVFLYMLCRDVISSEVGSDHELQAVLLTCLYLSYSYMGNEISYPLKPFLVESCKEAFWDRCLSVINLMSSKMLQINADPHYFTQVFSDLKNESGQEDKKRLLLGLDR
# Rtt109 Vps75: blocks Candida albicans Rtt109/Vps75 acetyltransferase activity. Q5AAJ8. purified Rtt109/Vps75, ThioGlo CoA-SH fluorescence, 4 h. inhibition, % at 34.9 µM. hit rate 0.16% among 330,000;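 active = inhibition of at least 50% in every replicate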
# Target sequence (Q5AAJ8 whole entry, looked up): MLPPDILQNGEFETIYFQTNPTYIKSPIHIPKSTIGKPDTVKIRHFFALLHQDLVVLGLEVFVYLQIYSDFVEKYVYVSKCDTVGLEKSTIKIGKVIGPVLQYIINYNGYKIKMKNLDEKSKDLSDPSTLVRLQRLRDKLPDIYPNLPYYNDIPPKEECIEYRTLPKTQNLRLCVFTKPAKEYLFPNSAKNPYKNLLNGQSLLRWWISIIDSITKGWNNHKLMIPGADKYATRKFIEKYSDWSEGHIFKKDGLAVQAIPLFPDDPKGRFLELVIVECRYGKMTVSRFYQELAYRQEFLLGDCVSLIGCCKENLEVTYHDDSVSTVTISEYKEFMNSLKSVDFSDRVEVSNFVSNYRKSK
# CAL PDZ FP-2: human CAL PDZ-peptide interaction inhibition; Q9HD26; purified CAL PDZ, TMR-peptide fluorescence polarization, 1 h; inhibition, % at 20 µM; AID 504414; hit rate 0.02% among 330,000;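 active = highest replicate inhibition of at least 40%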;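 note: plate controls were DMSO neutral control wells for no effect and unlabeled competitor peptide control wells for full effect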
#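 System: purified tagged CAL PDZ domain construct (CerCALP). Schedule: 1 h incubation at room temperature before polarization reading. Medium: 25 mM sodium phosphate pH 7.4, 150 mM NaCl, TCEP, IgG, Thesit. Read-out: percent inhibition from loss of millipolarization. Measured by: FP readout, S and P plane fluorescence. Probe or stimulus: fluorescent TMR peptide probe.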
# dFosB act: activators of mouse delta FosB homodimer | AID 493131 | hit rate 0.99% among 340,000 | P13346 | purified delta FosB, TAMRA-CDK5 oligo fluorescence polarization; percent of positive-control signal above neutral wells | activation, % at 25 µM;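 active = mean activation above about 17%, with every replicate also reaching it, limit read from the data, passing the limit was not always enough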;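 note: fluorescence polarization rise as delta FosB binds a TAMRA Cdk5 AP-1 oligo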
# MITF act: increases MITF-driven TRPM1 promoter luciferase signal; SK-MEL-5 TRPM1-promoter luciferase, 24 h; % of positive control, neutral wells = 0; activation, % at 12.5 µM; hit rate 0.75% among 300,000;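 active = mean activation of at least 80% with every replicate also reaching 80%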;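 note: 0% = neutral control wells and 100% = parthenolide positive control wells; values of inactives mirror those of a sister screen read the other way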
# An asterisk follows results filed as active; · = not tested or not shown.
SMILES,Wnt bcat act,CAL PDZ FP-1,Tat transport,V-ATPase pHluor,cardiac RTF act,CDK5 inh,Rtt109 Vps75,CAL PDZ FP-2,dFosB act,MITF act
O=C(O)C1CCCCC1C(=O)Nc1ccccc1C(=O)N1CCN(c2ccc(F)cc2)CC1 (stereo not given),·,-4,-3,-1,4,1.0,-1,-0.6,10,6
Nc1ccc(CSc2ccccc2)cc1,-7,·,-6,-2,-7,-1.1,0,0.0,0,28
O=C(COc1ccc(/C=N/NC(=O)c2cc3ccccc3o2)cc1Br)Nc1ccccc1,·,3,1,-2,-10,1.7,-12,-3.2,66*,-93
COc1cccc(/C=C2\CC(C)Cc3c2nc2ccccc2c3C(=O)O)c1OC (stereo not given),6,-2,13,1,4,0.8,-6,-3.5,-7,·
CC1=C(C(=O)Nc2ccccc2F)C(c2ccsc2)C2=C(CC(c3ccccc3)CC2=O)N1 (stereo not given),-3,-1,5,2,-2,0.3,8,-0.2,-1,-17
COc1ccc(Cl)cc1N(CC(=O)Nc1cccc(SC)c1)S(C)(=O)=O,-4,·,13,2,-2,0.8,1,-1.6,-7,6
c1ccc(OCc2nc(-c3ccccc3)no2)cc1,78*,-9,5,-7,0,-2.4,-9,-1.4,-1,102*
CC(NS(=O)(=O)c1ccc(Cl)cc1)C(=O)OCC(=O)Nc1ccc(N(C)C)cc1 (stereo not given),0,-1,2,-2,3,-0.2,-3,-1.3,-6,3
CN(C)S(=O)(=O)n1cc(/C=C(\NC(=O)c2ccccc2Cl)C(=O)NCCCN2CCOCC2)c2ccccc21,-3,0,10,1,-1,·,-3,-3.8,-12,9
Cc1ccc(SCCNCc2ccco2)cc1,1,·,-7,-1,3,0.6,18,-0.5,4,4
COc1ccc(-n2c(C)c([N+](=O)[O-])c3ccc(O)c(CN(C)C)c32)cc1,-7,-4,-12,4,-1,-1.9,-12,·,8,13
CCSc1cc(C)nc2ncnn12,·,1,-2,-2,6,0.2,-6,0.0,0,-4
COc1cc(C(=O)Nc2ccc3c(c2)OCO3)ccc1-n1cnnn1,·,2,-3,-9,-3,1.3,8,0.5,-1,2
O=C(N1CCN(c2ccccc2F)CC1)C12CC3CC(CC(C3)C1)C2,-8,18,11,1,-1,-0.2,21,-0.3,-8,3
CN(CCc1ccccn1)C(=O)CC1C(=O)NCCN1Cc1ccccc1C(F)(F)F (stereo not given),0,-5,1,-1,7,1.0,-3,-0.7,3,-6
O=C(NC(=S)Nc1cccc([N+](=O)[O-])c1)c1ccccc1,32*,0,-2,-2,·,1.6,-16,-0.6,6,·
O=C(NCC(O)CO)c1csc(Nc2cccc3ccccc23)n1 (stereo not given),-2,0,19,0,8,0.7,2,-0.2,2,·
O=C(NC1CCCc2c1cnn2-c1ccc(F)cc1F)c1csnn1 (stereo not given),-2,-2,7,2,0,0.0,-2,-1.9,2,-11
CS(=O)(=O)N1CCN(c2c(Cl)cccc2[N+](=O)[O-])CC1,0,-3,-1,2,1,-3.2,1,0.6,-8,3
CC(C)Oc1ccc(/C(O)=C2/C(=O)C(=O)N(CCN(C)C)C2c2ccco2)cc1 (stereo not given),·,-1,-1,2,5,-0.3,15,-0.5,-9,28
COc1cc2nc(Cl)nc(N3CCCCC3)c2cc1OC,0,0,-2,0,11,0.1,-4,-2.5,-6,4
N#Cc1ccccc1NC(=O)COC(=O)COc1ccccc1[N+](=O)[O-],0,35*,-7,1,2,-0.8,-3,-0.5,1,-6
O=C(NCC1OCCc2ccccc21)c1ccc(NC(=O)c2cccc(Br)c2)cc1 (stereo not given),-6,·,-8,1,3,1.8,-4,-3.2,7,-2
O=S(=O)(Nc1nc2ccccc2nc1NCc1ccco1)c1ccccc1,·,-4,-3,12,-1,1.9,7,-0.3,-4,4
Cc1ccc(NC(=O)CN(C)Cc2nc3c(Br)cc(Br)cc3c(=O)[nH]2)cc1,11,-8,-6,-3,3,0.9,-2,15,-20,-12
Cc1ccc(NC(=O)c2oc3ccccc3c2C)c([N+](=O)[O-])c1,12,6,-1,0,6,0.0,-4,1.2,-3,11
CN1CCN(CCCNC(=S)Nc2ccc(F)c(Cl)c2)CC1,-3,-3,4,2,0,3.2,2,0.2,-7,-6
COc1ccccc1-c1ccc(/C=C2/C=C(CC(C)C)OC2=O)o1,-1,-2,-3,1,7,-0.9,7,0.3,-14,-3
CCCn1c(C(C)Nc2nc(-c3cccc(Br)c3)cs2)nc2ccccc21 (stereo not given),-6,-2,-3,-2,-3,-0.7,1,0.8,-2,11
Cc1cc(C(=O)N2CCOCC2)ccc1[N+](=O)[O-],1,-2,1,2,1,2.8,1,-0.7,2,3
COc1ccc(NC(=O)CCc2nc3ccccc3[nH]2)cc1,1,-4,-1,-2,-1,-0.6,-18,-3.1,-8,11
Cn1nccc1NC(=O)Nc1cccc(Br)c1,·,13,0,6,-2,-0.1,3,-0.5,-5,3
CCS(=O)(=O)Nc1ccc(-c2nnc(SCC(=O)c3ccc(NC(C)=O)c(OC)c3)o2)cc1,·,-2,-1,7,-1,-1.0,17,-3.1,34*,6
CN(c1ccc(C(=O)NCCC2=CCCCC2)cc1)S(C)(=O)=O,·,·,-1,-5,-1,0.9,5,-0.4,11,46
Cc1nc2c3c(sc2c(=O)[nH]1)NC(=O)CC3c1ccccc1Cl (stereo not given),8,-4,1,-2,3,0.0,0,-3.4,-1,0
COc1ccccc1NC(=O)COc1ccc(C(=O)NCc2ccccc2)cc1OC,-2,-4,-3,4,1,0.8,2,-3.6,-14,10
O=C1CN(C(=O)COC(=O)COc2ccccc2)c2ccccc2N1,1,2,1,2,-2,0.5,-9,0.4,-13,3
O=C(Nc1ccn(Cc2ccccc2)n1)c1ccc2c(c1)OCO2,16,3,0,-1,-5,-0.5,-1,-1.2,-6,72
Cc1ccc(C2C3C(=O)N(c4ccc(C)cc4)C(=O)C3N3CCCN23)cc1 (stereo not given),5,-6,-6,1,-1,0.4,3,0.5,-2,-2
Cc1ccc(C(=O)NNC2=NCCC2)cc1,·,-3,-1,-1,-2,1.1,·,-1.2,-4,-7
COc1cc(/C=N/Nc2nc3ccccc3s2)ccc1OC(=O)c1ccccc1F,29,72*,-2,-2,0,-2.6,10,-2.4,-19,17
Cc1nnc(NC(=O)CSc2nnc(CNC(=O)c3ccccc3)o2)s1,-1,-3,2,-6,-7,-0.7,-8,-1.3,3,-6
CCCc1c(OCCCOc2ccc(OCC(=O)O)cc2)ccc(C(C)=O)c1O,0,-6,4,4,2,-0.7,2,0.3,-9,-1
COC(=O)c1c(NC(=O)c2cccc([N+](=O)[O-])c2)sc(C(N)=O)c1C,-4,-3,-5,0,-6,0.3,-12,-2.3,29*,-17
Cn1c(=O)c2c(nc(CN3CCN(CCO)CC3)n2Cc2ccccc2Cl)n(C)c1=O,-1,·,-7,-1,1,1.3,3,0.6,-8,·
COc1c(Cl)cc(C(=O)O)cc1Cl,-2,3,0,-4,-4,-1.0,-8,0.2,-2,-3
COc1cccc(C(=O)Cn2c(Br)nc3c2c(=O)n(C)c(=O)n3C)c1,49*,·,6,-1,-3,0.6,4,0.3,-9,-22
CCOC(=O)N1CCN(C(=O)c2cn(CC)c3ccc(S(=O)(=O)N4CCCCC4)cc3c2=O)CC1,-1,2,-8,1,2,-5.5,-1,-2.5,-10,1
Cc1cccc(C2Nc3cccc4cccc(c34)N2)c1,-6,-3,-15,-3,-3,0.4,-14,0.0,13,-2
COc1ccc(Nc2ccccc2N)cc1,-3,-1,10,0,5,-4.0,-25,-0.8,-11,-51

# 5 compounds out of the list, sorted by number of heavy atoms, low to high.
SMILES,Wnt bcat act,CAL PDZ FP-1,Tat transport,V-ATPase pHluor,cardiac RTF act,CDK5 inh,Rtt109 Vps75,CAL PDZ FP-2,dFosB act,MITF act
COc1ccc(Nc2ccccc2N)cc1,-3,-1,10,0,5,-4.0,-25,-0.8,-11,-51
COc1cccc(C(=O)Cn2c(Br)nc3c2c(=O)n(C)c(=O)n3C)c1,49*,·,6,-1,-3,0.6,4,0.3,-9,-22
CCCc1c(OCCCOc2ccc(OCC(=O)O)cc2)ccc(C(C)=O)c1O,0,-6,4,4,2,-0.7,2,0.3,-9,-1
Cn1c(=O)c2c(nc(CN3CCN(CCO)CC3)n2Cc2ccccc2Cl)n(C)c1=O,-1,·,-7,-1,1,1.3,3,0.6,-8,·
CCOC(=O)N1CCN(C(=O)c2cn(CC)c3ccc(S(=O)(=O)N4CCCCC4)cc3c2=O)CC1,-1,2,-8,1,2,-5.5,-1,-2.5,-10,1

# (listing goes on)
SMILES,Wnt bcat act,CAL PDZ FP-1,Tat transport,V-ATPase pHluor,cardiac RTF act,CDK5 inh,Rtt109 Vps75,CAL PDZ FP-2,dFosB act,MITF act
Cc1ccc(S(=O)(=O)N(C)C)cc1NC(=O)COC(=O)CCC(=O)c1ccc(F)cc1,-5,-3,4,4,-3,-0.2,17,-2.0,-6,-3
CN(Cc1ccccc1)S(=O)(=O)c1ccc(OCC(=O)NCc2ccccn2)cc1,-1,·,-5,5,-1,0.1,-9,-1.4,-12,10
Cc1nn(-c2ccccc2)c(Cl)c1/C=N\NC(=O)c1cncc(Br)c1,·,1,0,2,-4,-0.4,0,-0.4,-5,12
Nc1nc(C(F)(F)F)cc(=O)n1N,1,-3,-6,-1,1,0.4,4,-1.1,2,-4
CCCNC(=O)NC(=O)CSc1nc(C)cs1,-2,-1,3,0,2,0.8,-1,-2.0,7,-14
CCn1cc(C(=O)N[C@@H](C)C(=O)NCCCO)c(=O)c2cc3c(cc21)OCO3,1,4,4,3,-5,1.2,10,-0.5,5,6
Cc1nc(CNC(=O)CC2C(=O)NCCN2Cc2cccc(Oc3ccccc3)c2)cs1 (stereo not given),0,0,0,-4,1,-1.3,·,-1.3,-7,-3
COC(=O)c1c(NC(=O)C(=O)N2CCCC2)sc2c1CC(C)(C)OC2,-2,-10,1,3,-6,0.1,2,-1.9,-12,11
Cc1cccc(N2CCN(c3nc(C)cc(C)c3C#N)CC2C)c1 (stereo not given),-1,6,11,1,0,-0.3,-2,1.4,0,·
Cc1ccc(N=C2NC(=O)CS2)cc1,·,-2,-7,-2,-11,1.6,12,-0.9,-1,-11
CCOC(=O)c1ccccc1NS(=O)(=O)c1ccc(S(=O)(=O)N2CCCC2)cc1,-1,1,8,0,4,-14,-6,-1.2,-6,10
COc1ccc(C(=O)NOCc2ccccc2)cc1,20,-1,-1,1,4,1.3,0,-2.5,-8,-16
O=C(Nc1cccc(-c2nnc(-c3ccccc3)o2)c1)C1CCCCC1,23,-1,-1,3,7,1.3,1,0.4,-1,18
C#CCNC(=O)C1=C[C@@H](C(C)(C)C)C[C@@H](OCc2ccc(CO)cc2)O1,0,-3,0,15,9,0.7,0,-0.7,-15,-1
O=C(NCCNCc1cccs1)c1ccccc1F,1,0,-6,-2,0,-0.1,3,0.4,3,8
c1ccc(CC2CCN(Cc3ccccn3)CC2)cc1,-1,·,-1,3,0,-4.2,2,0.3,-8,·
C/C(=N\NC(=O)CNC(=O)c1ccc(Br)cc1)c1ccco1,-1,-1,-2,-2,3,0.6,-2,-0.3,5,0
O=C(CNC(=O)c1cccc(OC(F)F)c1)OCc1cc(=O)n2cc(Br)ccc2n1,·,1,-2,0,4,2.7,·,-2.9,-6,0
